C-LANA FP – inhibitors of KSHV C-LANA binding to DNA, primary screen, biochemical, fluorescence polarization, FAM-LBS DNA, MBP-C-LANA, single point. Kaposi's sarcoma herpesvirus LANA C-terminal domain (residues 932-1162) DNA binding. AID 504423, 2011. actives 0.078% (n = 340,000). inhibition, % at 9 µM;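 active = highest replicate inhibition at or above 60% at 9 µM, even if other replicates fall short; inactive = all replicates below 60% inhibition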;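 note: 0% = neutral control wells and 100% = 4 µM acridine orange control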
CDK5 p35 inh – inhibitors of human CDK5/p35 kinase, primary screen, biochemical, single concentration | Cyclin-dependent kinase 5 (Homo sapiens) + Cyclin-dependent kinase 5 activator 1 (Homo … | Recombinant CDK5/p35, ADP-Glo luminescence, 60 min | actives 0.01% (n = 330,000) | inhibition, % at 10 µM;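 active = highest replicate inhibition of at least 50% and at least 75% of replicates reaching 50%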;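 note: plate controls were DMSO neutral control for no effect and GW8510 at 10 µM for full effect; many of its hits are not listed in these tables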
Target sequence (Q00535 whole entry, looked up): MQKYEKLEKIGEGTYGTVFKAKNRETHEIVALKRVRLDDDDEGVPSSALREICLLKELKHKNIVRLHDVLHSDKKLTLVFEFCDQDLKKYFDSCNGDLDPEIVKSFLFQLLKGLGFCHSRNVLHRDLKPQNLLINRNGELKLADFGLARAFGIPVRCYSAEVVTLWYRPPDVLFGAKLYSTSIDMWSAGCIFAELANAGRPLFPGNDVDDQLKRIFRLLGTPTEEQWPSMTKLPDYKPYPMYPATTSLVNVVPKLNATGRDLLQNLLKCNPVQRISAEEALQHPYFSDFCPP
Target sequence (Q15078 whole entry, looked up): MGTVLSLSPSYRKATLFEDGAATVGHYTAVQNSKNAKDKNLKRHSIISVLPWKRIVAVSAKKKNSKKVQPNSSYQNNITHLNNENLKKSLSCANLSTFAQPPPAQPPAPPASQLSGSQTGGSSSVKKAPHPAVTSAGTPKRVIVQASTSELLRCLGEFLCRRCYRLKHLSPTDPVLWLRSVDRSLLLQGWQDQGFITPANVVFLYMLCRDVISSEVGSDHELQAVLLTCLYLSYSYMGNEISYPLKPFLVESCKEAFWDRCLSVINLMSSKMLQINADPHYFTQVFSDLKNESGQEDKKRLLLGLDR
PvdQ acylase – P. aeruginosa PvdQ acylase inhibitors, primary screen, biochemical, fluorescence, plate reader and imaging, single point; purified PvdQ acylase; inhibition, % at 10 µM; actives 0.063% (n = 340,000); in the data active = inhibition above about 30%, passing the limit was not always enough;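 note: 0% = vehicle neutral wells and 100% = reference inhibitor wells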
Rtt109 Vps75 – inhibitors of C. albicans Rtt109/Vps75 HAT, primary screen, biochemical, ThioGlo CoA-SH fluorescence, plate reader; Histone acetyltransferase RTT109 (Candida albicans (strain SC5314 / ATCC MYA-2876)), …; purified Rtt109/Vps75, 4 h; inhibition, % at 34.9 µM; actives 0.16% (n = 330,000); AID 540336, 2011;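 active = inhibition of at least 50% in every replicate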
Target sequence (Q5AAJ8 whole entry, looked up): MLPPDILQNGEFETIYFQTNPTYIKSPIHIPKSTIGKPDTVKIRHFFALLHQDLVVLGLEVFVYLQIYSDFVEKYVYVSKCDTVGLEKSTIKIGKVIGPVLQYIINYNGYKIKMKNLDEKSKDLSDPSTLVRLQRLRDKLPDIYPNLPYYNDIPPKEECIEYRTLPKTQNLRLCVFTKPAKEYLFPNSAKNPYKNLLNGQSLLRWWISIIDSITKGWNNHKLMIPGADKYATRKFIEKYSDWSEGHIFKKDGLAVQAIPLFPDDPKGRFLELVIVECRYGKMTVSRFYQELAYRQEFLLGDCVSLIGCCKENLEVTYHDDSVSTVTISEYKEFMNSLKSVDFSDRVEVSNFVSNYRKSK
Mot1-301 SUMO – yeast Mot1-301 growth rescue at high temperature, primary screen, SUMOylation pathway inhibitor project, S. cerevisiae, ATP luminescence, 38.5C; S. cerevisiae Mot1-301 growth rescue; percent above DMSO median, 100 means doubled; growth rescue, % at 18.8 µM; actives 1% (n = 320,000); AID 2716, 2010;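 active = every valid replicate shows activation above 250% relative to neutral control wells; inactive = the rest, any valid replicate at or below 250%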;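 note: OY570 slx delta 5 strain wells were the positive control but not used for scaling; some compounds called inactive have numbers as strong as hits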
Cardiac RTF inh – cardiac RTF calcium sensitivity inhibitors, primary screen, biochemical, IANBD-TnC fluorescence, EC70 calcium; IANBD-labeled cardiac RTF, Ca2+ fluorescence; inhibition, % at 7.15 µM; actives 0.12% (n = 340,000);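 active = inhibition above the mean inhibition of all tested compounds plus 3 SD, cut at about 17% in these data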;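 note: assay run at fixed EC70 calcium of 1.6 mM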
NSD2 inh – NSD2 histone methyltransferase inhibitors, primary screen, biochemical, AlphaScreen, single concentration, set 2 | Histone-lysine N-methyltransferase NSD2 (Homo sapiens), O96028 | NSD2 peptide methylation, 120 min | inhibition, % at 12.5 µM | actives 0.54% (n = 310,000) | AID 743445, 2014; in the data active = inhibition above about 50%
PfHsp90 yeast 2 – growth inhibition of PfHsp90-expressing yeast, primary screen, antimalarial PfHsp90 inhibitor project, S. cerevisiae, BacTiter-Glo luminescence, single point, set 2 | BacTiter-Glo ATP, 48 h; yeast lacking PDR1 and PDR3 efflux regulators | inhibition, % at 9.4 µM | actives 0.32% (n = 310,000);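 active = every replicate shows inhibition above about 80%, whatever the replicate mean, limit read from the data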;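 note: 0% = DMSO neutral controls and 100% = 20 µM radicicol positive controls; yeast relying on Plasmodium falciparum Hsp90 in place of its own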
Keap1 Nrf2 FP – Keap1-Nrf2 protein-protein interaction inhibitors, primary screen, biochemical, fluorescence polarization, single point. Kelch-like ECH-associated protein 1 (Homo sapiens), Q14145. Keap1 Kelch-Nrf2 peptide fluorescence polarization, 1536-well. inhibition, % at 9.4 µM. actives 0.15% (n = 340,000); in the data active = inhibition above about 12%;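 note: human Keap1 Kelch domain with fluorescein labeled Nrf2 9mer peptide probe; 0% = neutral control wells and 100% = peptide positive control; higher means more block of Keap1 binding to Nrf2 peptide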
cardiac RTF act – cardiac RTF calcium sensitivity activators, primary screen, biochemical, IANBD-TnC fluorescence, EC20 calcium | IANBD-labeled TnC RTF fluorescence at EC20 calcium; 0% EC20 calcium, 100% full calcium | Troponin I, cardiac muscle (Homo sapiens) + Troponin T, cardiac muscle (Homo sapiens) + … | activation, % at 7.2 µM | actives 0.24% (n = 340,000);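 active = activation above the mean over all tested compounds plus 3 SD, cut at about 30% in these data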;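 note: rise in fluorescence read as greater calcium sensitivity of cardiac thin filaments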
dFosB act – activators of delta FosB homodimer, primary screen, biochemical, fluorescence polarization, TAMRA-CDK5 oligo, single point | purified delta FosB; percent of positive-control signal above neutral wells | actives 0.99% (n = 340,000) | activation, % at 25 µM;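 active = mean activation above about 17%, with every replicate also reaching it, limit read from the data, passing the limit was not always enough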;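 note: fluorescence polarization rise as delta FosB binds a TAMRA Cdk5 AP-1 oligo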
Active calls of the source: *; / = not tested or not shown.

SMILES | C-LANA FP | CDK5 p35 inh | PvdQ acylase | Rtt109 Vps75 | Mot1-301 SUMO | Cardiac RTF inh | NSD2 inh | PfHsp90 yeast 2 | Keap1 Nrf2 FP | cardiac RTF act | dFosB act
NC(=O)CC(NC(=O)Cc1cccc2ccccc12)c1ccc(N2CCC(Br)CC2)c([N+](=O)[O-])c1 (centres undefined) | 0.1 | 0.8 | -2.5 | 1.1 | 2.2 | 2.2 | / | -20.9 | 1.8 | -4.7 | 7.3
COc1ccc(/C=N/NC(=O)c2cc(-c3cccn3C)n[nH]2)cc1OC | -0.4 | -0.9 | -17.6 | 7.7 | -0.5 | -13.8 | 6.6 | -49.4 | -2.8 | 2.8 | 0.1
O=C(O)CC(C(=O)Nc1cccc(C(F)(F)F)c1)C1CCCO1 (centres undefined) | -1.7 | 2.2 | -13.2 | 23.8 | 6.4 | -6.9 | 5.9 | 22.5 | 0.6 | 0.7 | 1.8
Cc1c(C(=O)N2CCOCC2)sc(NC(=O)CCl)c1C#N | -2.9 | -1.0 | -7.8 | -6.4 | 8.9 | -30.1 | / | -25.4 | -2.2 | 0.1 | -5.2
Cc1cn(CC(=O)N[C@H](CO)Cc2c[nH]c3ccccc23)c(=O)[nH]c1=O | -2.6 | 1.4 | -11.9 | -2.3 | / | -10.2 | / | 11.4 | -0.5 | 2.7 | -3.7
CN1CCN(C(=O)c2ccc(Cl)c(S(=O)(=O)N3CCCCC3)c2)CC1 | -0.4 | -1.2 | -16.1 | 7.3 | 7.7 | -2.5 | 1.3 | 13.9 | 2.5 | -1.4 | 8.2
CCOC(=O)C(C)CC(C)C(=O)N1CCOCCOCCN(C(=O)C(C)CC(C)C(=O)OCC)CCOCC1 (centres undefined) | 1.3 | -0.7 | 3.6 | -1.9 | -15.5 | 2.2 | -1.1 | / | -0.6 | -0.1 | 0.1
Cc1cccc(NC(=O)CCCN2C(=S)NC(C)(C)CC2C)c1C (centres undefined) | -4.6 | 0.0 | 4.9 | 0.1 | -4.4 | 8.2 | -4.8 | 0.7 | -2.2 | -4.8 | 6.5
CC(=NNC(=S)N1CCN(c2ccccn2)CC1)c1nccs1 | 0.9 | 0.5 | -13.2 | 4.7 | / | -3.5 | -2.4 | 142.4* | 0.9 | -1.7 | -8.6
COc1cccc(OC)c1CNC(=O)C1CCC(=O)N(CC2CCCCC2)C1 (centres undefined) | 0.3 | 0.3 | 5.6 | 2.2 | 5.4 | -4.6 | -2.3 | 16.5 | -5.5 | -7.4 | -9.8
Cn1ncc(Cl)c1C(=O)Nc1ccc(Cl)cn1 | 0.6 | 1.5 | -0.4 | -7.9 | 6.9 | -0.3 | / | / | -3.9 | 2.2 | 11.9
CC(C)(C)[C@H]1C=C(C(=O)NCc2nc3ccccc3[nH]2)O[C@@H](OCc2ccc(CO)cc2)C1 | -1.1 | -2.4 | -7.0 | 1.9 | -17.2 | 1.9 | / | -4.1 | -0.9 | 7.0 | -13.2
O=S(=O)(c1ccc(Cl)s1)N1CCC2(CC1)OCCO2 | 0.3 | -0.8 | 6.2 | 13.8 | 5.8 | -5.2 | 5.6 | -9.2 | 2.4 | -2.0 | -0.4
O=[N+]([O-])c1ccc(-c2csc(NN=C3CCCC3)n2)cc1 | 1.6 | 1.0 | -2.6 | -0.2 | 32.1 | 4.0 | 0.4 | -0.4 | 3.9 | -3.5 | -1.2
Cc1ccc(/C=N/N2CCN(c3ccncc3S(=O)(=O)N3CCCCC3)CC2)cc1 | -0.4 | -0.3 | -11.4 | -0.3 | 11.5 | -3.9 | 2.0 | -3.5 | -3.0 | -7.3 | -0.4
COCC1CCCCN1C(=O)c1ccc(OC)c(OC2CCN(C(C)C)CC2)c1 (centres undefined) | 1.4 | -0.5 | -10.6 | 0.1 | -19.1 | 0.2 | 3.3 | 3.4 | -3.8 | -0.2 | -2.5
CCOC(=O)c1cc(C)sc1/N=C/C1C(=O)CCCC1=O | 1.5 | 0.2 | -5.3 | 0.2 | -9.8 | -2.5 | 3.0 | -12.3 | -6.2 | 1.8 | -8.1
COc1cccc(NC(=O)CN(C)C(=O)c2ccc(Cl)c(S(=O)(=O)N3CCCCCC3)c2)c1 | 0.6 | 0.0 | 4.6 | 21.6 | / | -10.5 | 0.4 | -3.2 | 3.0 | -1.0 | -7.5
Cc1ccc(-c2cc([C@H]3[C@H]4C=CC[C@@H](C)[C@@H]4C(=O)N3Cc3ccccc3)ccc2F)cc1 | -2.5 | 1.0 | -5.2 | 1.3 | -7.0 | 1.2 | / | -25.1 | 2.0 | -0.3 | -0.7
CC(=O)c1cccc(NC(=O)CN2C(=O)NC3(CCCCCCC3)C2=O)c1 | -0.4 | 1.3 | -7.6 | 2.2 | 4.1 | 2.9 | -1.8 | 1.3 | 2.3 | -5.8 | 4.1
COCCOc1ccc(C(F)(F)F)cc1NC(=O)COC(=O)c1cc[n+]([O-])cc1 | 0.4 | -0.7 | -10.3 | -14.1 | -13.4 | 8.3 | -1.3 | 1.8 | -0.3 | -4.9 | -4.2
Cc1nc(SCC(=O)c2cc3ccccc3oc2=O)c(C#N)c(-c2cccs2)c1C(=O)Nc1ccccc1 | -0.8 | -8.0 | -6.9 | 3.0 | 16.6 | 3.0 | -1.8 | -7.5 | -1.5 | 6.2 | 9.6
O=C1NC(=O)C(CCc2ccccc2)(c2ccccc2)N1 (centres undefined) | -1.2 | -0.4 | -5.0 | -8.5 | / | -2.4 | 0.4 | / | -1.8 | -2.8 | -0.8
COc1ccccc1CNC(=O)c1cccs1 | -0.4 | -1.8 | -21.6 | -1.7 | / | -5.9 | -1.6 | -9.7 | -3.9 | 9.7 | 1.7
COc1ccc(CN2C(CC(=O)Nc3cccnc3)c3ccc(C(F)(F)F)cc3S2(=O)=O)cc1 (centres undefined) | 1.0 | 0.0 | -23.8 | -1.8 | / | -1.4 | / | 1.8 | 0.3 | -4.7 | -0.2
CC(=O)c1ccc(NC(=O)COC(=O)C2C3CC4OC(=O)C2C4C3)cc1 (centres undefined) | -2.2 | 2.6 | 9.5 | 49.9 | -0.9 | -0.1 | 1.1 | -13.4 | -5.9 | -6.6 | 6.8
CCN(CC)S(=O)(=O)c1ccc(/C=C/C(=O)OCC(=O)NCc2ccc3c(c2)OCO3)cc1 | -0.6 | -1.7 | -14.1 | -5.4 | 0.2 | -4.7 | 0.8 | -9.1 | -0.3 | -3.0 | -9.7
Cc1ccnc(NC(=O)CCNC(=O)c2ccccc2Cl)c1 | 1.3 | 0.4 | -5.7 | 0.1 | 117.5 | -8.2 | 0.0 | 4.8 | -2.3 | -6.6 | 4.7
Cc1cccc(NC(=O)NNC(=O)COc2ccc([N+](=O)[O-])cc2)c1C | 3.4 | 0.1 | -7.1 | 2.3 | 79.7 | -2.0 | 0.0 | 7.5 | 1.3 | -5.7 | 31.2*
O=c1sc2ccccc2n1Cc1ccccc1 | 3.2 | 0.3 | -2.6 | / | 5.6 | -15.6 | -10.2 | -8.7 | 4.6 | -2.0 | -8.8
Cc1cc(C)nc(Sc2ccc(/C=C(\C#N)C(N)=O)o2)n1 | 3.1 | -0.3 | -2.5 | -4.0 | -12.3 | -0.1 | -0.2 | -11.6 | 1.6 | 2.0 | 4.3
COC(=O)c1sccc1NC(=O)Nc1ccc(F)cc1F | -0.1 | -0.2 | 10.0 | 0.7 | -15.7 | -2.6 | -3.2 | -25.4 | -2.9 | -3.9 | -10.1
Cn1c(C(=O)NC2CCCCC2)cc2c(=O)n(C)c3ccccc3c21 | 0.8 | 0.3 | -12.8 | -1.3 | 3.4 | -10.5 | / | 0.2 | -1.6 | 8.2 | -3.8
c1ccc2c(c1)c1ccccc1n2CN1CCOCC1 | 0.1 | -0.3 | -8.2 | 3.9 | 31.7 | 7.8 | -1.2 | 6.5 | -2.0 | -2.2 | 4.3
COc1ccc(CNC(=O)CN2C(=O)COc3ccc(S(=O)(=O)NC4CCCC4)cc32)cc1 | 1.9 | 3.0 | 8.8 | / | 2.2 | -4.7 | -3.9 | -11.5 | 0.4 | -3.1 | -7.7
Cc1nc(SCc2ccccc2)nc2c1CCC2 | 0.3 | -0.6 | -8.6 | 0.5 | 4.0 | 1.0 | -4.2 | -22.5 | 3.2 | 3.8 | 0.3
CCOc1ccccc1NC(=O)N1CCCN(c2ncccc2C#N)CC1 | -0.1 | -0.1 | -10.2 | -8.0 | -9.0 | -2.5 | -0.6 | 11.1 | -1.6 | 2.4 | 0.4
O=C(CN1C2CCC1CC(NC(=O)NC1CCCCC1)C2)NC1CC1 (centres undefined) | -0.4 | 0.9 | -5.6 | -4.3 | -14.7 | -8.2 | -3.2 | 2.2 | -2.5 | 1.6 | 3.0
Cc1cccc(-n2nc([N+](=O)[O-])c(=NCc3cccnc3)n2O)c1 | 0.9 | 1.8 | 1.8 | -0.5 | 18.8 | -11.9 | 3.4 | -48.5 | -0.2 | -0.4 | -10.1
CC1(C)Cc2c(sc(NC(=O)C(=O)NCCCN3CCOCC3)c2C#N)CO1 | -0.1 | 0.1 | 13.1 | 19.9 | 4.5 | -4.2 | -0.2 | 7.6 | -1.9 | 7.0 | -5.0
COc1ccc(N2C(=O)CC(Nc3cccc([N+](=O)[O-])c3)C2=O)cc1 (centres undefined) | 7.9 | 0.3 | 9.0 | 2.0 | -3.8 | -12.1 | -1.0 | 13.6 | 4.7 | -1.4 | -1.7

Some of these compounds in order of the NSD2 inh value, largest number first.
| mol | C-LANA FP | CDK5 p35 inh | PvdQ acylase | Rtt109 Vps75 | Mot1-301 SUMO | Cardiac RTF inh | NSD2 inh | Keap1 Nrf2 FP | cardiac RTF act | dFosB act |
| --- | --- | --- | --- | --- | --- | --- | --- | --- | --- | --- |
| CCN(CC)S(=O)(=O)c1ccc(/C=C/C(=O)OCC(=O)NCc2ccc3c(c2)OCO3)cc1 | -0.6 | -1.7 | -14.1 | -5.4 | 0.2 | -4.7 | 0.8 | -0.3 | -3.0 | -9.7 |
| CC1(C)Cc2c(sc(NC(=O)C(=O)NCCCN3CCOCC3)c2C#N)CO1 | -0.1 | 0.1 | 13.1 | 19.9 | 4.5 | -4.2 | -0.2 | -1.9 | 7.0 | -5.0 |
| Cc1nc(SCc2ccccc2)nc2c1CCC2 | 0.3 | -0.6 | -8.6 | 0.5 | 4.0 | 1.0 | -4.2 | 3.2 | 3.8 | 0.3 |

Compound activity (PubChem)
